# PfGluPho inh: PfG6PD enzyme inhibitors, primary screen, biochemical, fluorescence intensity, uHTS | inhibition, % at 20 µM | glucose-6-phosphate dehydrogenase-6-phosphogluconolactonase (Plasmodium falciparum 3D7) | actives 0.78% (n = 350,000) | PfGluPho enzyme, NADPH resazurin-diaphorase fluorescence;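 active means inhibition reaching at least a set limit at 20 µM in the primary screen, cut at about 59% in these data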;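 further: 0% = DMSO wells with substrate and 100% = DMSO wells lacking glucose-6-phosphate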
# Apaf1 inhib: inhibitors of human Apaf-1 apoptosome, primary screen, biochemical, DEVD-Rh110 fluorescence, uHTS; Apoptotic protease-activating factor 1 (Homo sapiens), O14727; reconstituted apoptosome caspase-3 activity; inhibition, % at 20 µM; actives 0.71% (n = 330,000); active means inhibition of at least 40% at 20 µM;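 further: plate controls were DMSO wells for no effect and DEVD-CHO caspase inhibitor wells for full effect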
#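 System: reconstituted apoptosome with Apaf-1, cytochrome c, caspase-9, procaspase-3, dATP; Signal: Rh110 fluorescence intensity; Schedule: 30 min compound preincubation, 50 min activation, room temperature; Reagent: cytochrome c trigger plus (Z-DEVD)2-Rh110 caspase-3 substrate.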
# SENP1 inh: human SENP1 catalytic domain inhibitors, primary screen, biochemical, FRET, uHTS. Sentrin-specific protease 1 (Homo sapiens), Q9P0U3. recombinant SENP1 catalytic domain, CyPet-SUMO1-YPet FRET cleavage. inhibition, % at 10 µM. actives 0.21% (n = 360,000). AID 624204, 2012;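 active means inhibition at least 30% at 10 µM, raw YFP signal under a set limit, fluorescence ratio 0.5 to 1.5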;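 further: 0% = enzyme with DMSO and 100% = no enzyme wells; some results filed as inactive read as strong as hits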
#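 Assay system – human recombinant His6-tagged SENP1 catalytic domain enzyme · Input – SENP1 enzyme, 20 pM final · Buffer or medium – Tris pH 8 buffer plus EDTA, NaCl, BME, BSA, NP40, catalase · Schedule – 50 min reaction at room temperature · Technique – FRET read of cyan and yellow fluorescence · Control set – no-enzyme wells low, DMSO-plus-enzyme wells high control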
# SENP6 inh: SENP6 protease inhibitors, primary screen, biochemical, luminescence, uHTS; actives 1.8% (n = 330,000); AID 2599, 2010; Sentrin-specific protease 6 (Homo sapiens), Q9GZR1; inhibition, % at 10 µM; Recombinant SENP6 catalytic domain, aminoluciferin luminescence;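 active means inhibition above about 50% at the single tested dose, limit read from the data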;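 further: plate controls were DMSO wells with enzyme for no effect and DMSO wells lacking enzyme for full effect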
# NLRP3 yeast inh: NALP3 inflammasome inhibitors in reconstituted yeast, primary screen, luminescence, uHTS; AID 2825, 2010; actives 0.39% (n = 330,000); inhibition, % at 10 µM; Yeast reconstituted NLRP3/ASC/caspase-1, beta-gal luminescence, 24 h;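 active means inhibition of 50% or more; inactive means inhibition below 50%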;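 further: plate controls were induced DMSO wells for no effect and uninduced yeast grown without galactose for full effect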
# HKDC1 inhibitor: HKDC1 hexokinase inhibitors, primary screen, biochemical, fluorescence, uHTS; actives 0.16% (n = 340,000); recombinant HKDC1, G6PDH/diaphorase resazurin coupled fluorescence; AID 493160, 2011; Q2TB90; inhibition, % at 20 µM;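 active means inhibition above about 35% when tested at 20 µM, limit read from the data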;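 further: plate controls were DMSO wells with enzyme for no effect and DMSO wells lacking enzyme for full effect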
# Target sequence (Q2TB90 whole entry, looked up): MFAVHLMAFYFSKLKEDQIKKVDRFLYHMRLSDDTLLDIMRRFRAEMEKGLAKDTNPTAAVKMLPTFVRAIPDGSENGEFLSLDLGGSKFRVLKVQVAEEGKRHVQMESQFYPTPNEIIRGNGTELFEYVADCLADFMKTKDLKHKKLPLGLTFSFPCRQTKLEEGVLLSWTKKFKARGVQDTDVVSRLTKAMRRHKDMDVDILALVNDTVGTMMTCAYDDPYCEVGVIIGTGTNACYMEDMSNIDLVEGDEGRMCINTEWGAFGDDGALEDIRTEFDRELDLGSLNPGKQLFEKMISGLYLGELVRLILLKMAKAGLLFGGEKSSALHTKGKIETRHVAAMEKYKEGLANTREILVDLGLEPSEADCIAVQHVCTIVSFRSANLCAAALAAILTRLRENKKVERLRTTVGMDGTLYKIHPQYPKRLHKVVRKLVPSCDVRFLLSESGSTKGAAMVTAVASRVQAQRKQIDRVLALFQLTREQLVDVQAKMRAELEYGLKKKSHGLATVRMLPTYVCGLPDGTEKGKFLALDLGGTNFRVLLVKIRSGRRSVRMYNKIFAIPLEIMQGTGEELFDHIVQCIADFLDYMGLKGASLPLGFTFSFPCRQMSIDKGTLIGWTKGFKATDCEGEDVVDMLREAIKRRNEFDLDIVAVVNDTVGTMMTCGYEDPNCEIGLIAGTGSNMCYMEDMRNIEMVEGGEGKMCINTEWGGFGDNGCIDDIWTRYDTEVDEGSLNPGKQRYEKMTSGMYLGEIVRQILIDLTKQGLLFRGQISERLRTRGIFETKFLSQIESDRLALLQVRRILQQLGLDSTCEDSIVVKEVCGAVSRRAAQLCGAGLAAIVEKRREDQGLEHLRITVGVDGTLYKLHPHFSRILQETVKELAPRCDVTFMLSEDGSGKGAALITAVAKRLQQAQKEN
#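 System: Recombinant HKDC1 hexokinase | Amount: HKDC1 at 5 µg/mL | Reagent: Glucose with 1 mM ATP | Doses: Single 20 µM dose | Incubation: Reaction time 90 min, room temperature, protected from light | Signal: Coupled resazurin fluorescence, excitation 525 nm, emission 613 nm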
# SENP8 block-1: SENP8 protease inhibitors, primary screen, biochemical, luminescence; purified SENP8, Z-RLRGG-aminoluciferin cleavage; inhibition, % at 10 µM; actives 1.2% (n = 330,000); AID 2540, 2010; in the data active means inhibition above about 50%
# Target sequence (Q96LD8 whole entry, looked up): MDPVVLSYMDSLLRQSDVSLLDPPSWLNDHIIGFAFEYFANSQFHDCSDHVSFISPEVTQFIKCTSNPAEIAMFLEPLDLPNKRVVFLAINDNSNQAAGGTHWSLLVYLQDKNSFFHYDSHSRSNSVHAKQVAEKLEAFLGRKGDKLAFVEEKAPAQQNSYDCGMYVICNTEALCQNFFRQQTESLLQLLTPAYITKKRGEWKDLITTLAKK
# SENP8 block-2: human SENP8 protease inhibitors, primary screen, biochemical, fluorescence, Nedd8 protein substrate, uHTS; Sentrin-specific protease 8 (Homo sapiens), Q96LD8; recombinant SENP8; inhibition, % at 20 µM; actives 0.64% (n = 360,000); AID 602440, 2012; in the data active means inhibition mostly above about 40%, no sharp cut-off; inactive means mostly below about 27%
# SENP7 block: SENP7 protease inhibitors, primary screen, biochemical, luminescence, uHTS; AID 434973, 2010; recombinant SENP7, Z-RLRGG-aminoluciferin luminescence, 40 min; inhibition, % at 5 µM; Sentrin-specific protease 7 (Homo sapiens), Q9BQF6; actives 1.5% (n = 330,000);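 active means inhibition above about 50% at the single test dose, limit read from the data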;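 further: plate controls were DMSO with enzyme for no effect and no enzyme buffer wells for full effect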
# Starred values were filed as active, the others as inactive; i = inactive. Outcome played no part in choosing rows. About 4.1% of those tested had a hit in this group.
cpd	Molecule	PfGluPho inh	Apaf1 inhib	SENP1 inh	SENP6 inh	NLRP3 yeast inh	HKDC1 inhibitor	SENP8 block-1	SENP8 block-2	SENP7 block
1	O=C([C@H](Cc1ccc(O)cc1)n1cc(CCO)nn1)N1CCNCC1	-1.6	-3.0	0.8	-4.9	11.2	-2.8	4.9	17.2	-2.2
2	COc1ccc(CCNC(=O)c2cccc(S(=O)(=O)N3CCCCCC3)c2)cc1	3.6	14.3	1.8	2.3	19.4	-5.4	7.5	8.8	-0.5
3	COc1ccccc1CNC(=O)c1cccc(N(C)C)c1	-4.7	-2.1	1.0	-0.8	17.4	-6.2	-3.8	i	-2.5
4	COc1ccc(OC)c(/C(C)=N\NC(=O)c2cc3cc(Cl)ccc3n2C)c1	-5.5	21.6	-76.8	11.7	14.6	1.7	0.8	-80.3	6.1
5	O=C(COC(=O)CN1C(=O)C2CCCCC2C1=O)Nc1ccc(F)c(F)c1F (stereo not drawn)	14.5	-8.5	0.4	4.2	13.5	3.8	3.1	12.7	-1.5
6	CC1CCC2C(=O)N(c3ccc(Cc4ccncc4)cc3)C(=O)C2C1 (stereo not drawn)	-15.9	2.8	-0.3	-9.2	-9.1	7.9	-1.6	2.4	-2.5
7	CC1CCN(S(=O)(=O)c2ccc3c(c2)oc(=O)n3CC(=O)N2CCc3ccccc3C2)CC1	1.7	-1.2	1.3	3.2	2.3	-6.4	0.7	5.5	-0.9
8	COc1ccccc1N1C(=NC(=O)C2CCCCC2)SC2CS(=O)(=O)CC21 (stereo not drawn)	-12.6	-3.2	-0.2	4.3	12.6	-5.3	-0.4	2.6	9.5
9	CC(C)(C)c1ccc(S(=O)(=O)N2CCN(CC(=O)NC(=O)NC3CCCCC3)CC2)cc1	3.8	28.6	3.0	-4.4	7.4	5.3	-6.3	12.8	4.5
10	CC(C)N(CCc1ccncc1)C(=S)Nc1ccc(F)c(Cl)c1	15.3	-7.1	-0.8	15.7	-3.7	-5.8	-2.1	15.9	2.1
11	Cc1ccccc1NC(=O)c1ccc(CSc2ncccn2)cc1	16.8	-9.7	0.1	32.8	2.5	-11.4	16.9	1.3	36.9
12	Cc1ccc(NC(=O)c2cccc(S(=O)(=O)N(C)C3CCCCC3)c2)nc1	1.4	17.6	1.2	-5.7	2.2	-3.9	5.5	5.4	-2.1
13	COc1ccc(C)c2sc(N(CCN(C)C)C(=O)c3ccc4ccccc4c3)nc12	23.6	27.9	1.9	20.6	17.3	-2.8	6.4	1.8	-4.2
14	N#Cc1cnn2c1nc(N1CCOCC1)c1ccccc12	-2.8	-3.9	1.2	0.4	-13.9	1.8	4.2	-1.4	-0.1
15	CCCn1c(O)c(/C=C2\C=NN=C2c2ccccc2)sc1=S	15.9	16.1	-5.5	-11.6	12.1	13.8	-2.7	14.2	2.1
16	COc1cc(NC(=O)CC(C)S(=O)(=O)c2cc3c(cc2C)NC(=O)CO3)cc(OC)c1OC (stereo not drawn)	25.4	-9.8	0.7	0.9	7.5	-4.9	0.3	14.4	-1.7
17	O=C(O)c1cc(N2C(=O)C3CC=CCC3C2=O)ccc1NCc1cccnc1 (stereo not drawn)	-15.4	1.0	2.3	0.0	-6.6	4.9	-2.8	-161.0	-3.9
18	Cc1cn2c(N)c(C=C3C=C(Cl)C(=O)C(Cl)=C3)c(=O)nc2s1	-4.4	13.3	-28.1	17.5	9.6	8.8	-3.4	-21.7	8.0
19	COc1ccccc1CC(=O)N(Cc1ccccc1)c1cccc(C)c1	-6.6	23.3	-3.1	-8.3	1.4	0.2	-5.7	1.9	-8.6
20	Cc1ccc(NC(=O)CSc2nc3ccccc3c3nc(CCn4cncc4C)nn23)c(C)c1	5.4	2.0	0.0	-12.6	5.5	-14.2	-3.0	14.7	-1.2
21	Cc1ccc(C2CC2C(=O)NNC(=S)Nc2cccc(C)c2)cc1 (stereo not drawn)	-9.5	2.5	2.0	-6.2	8.0	-12.5	-1.6	5.5	10.8
22	COC(=O)c1cc(OC)c(OC)cc1NC(=O)c1cc(C(C)(C)C)oc1C	-8.5	-13.1	1.0	-1.2	-2.5	-2.3	-8.9	-292.2	-3.4
23	CC(C)c1ccc(NC(=O)Cn2ncn3c(cc4ccccc43)c2=O)cc1	-6.0	23.3	-9.8	9.2	12.4	1.5	1.9	-46.4	0.8
24	CCn1c(-c2ccc3ncccc3c2)n[nH]c1=S	16.2	5.4	2.2	-6.8	22.1	2.6	-11.0	5.7	-9.1
25	OC(COC(c1ccc(F)cc1)c1ccc(F)cc1)CN1CCCC(C(F)(F)F)C1 (stereo not drawn)	-3.6	12.0	1.3	-8.4	20.1	2.4	5.5	9.7	-1.1
26	O=C(N1CCCCC1)C1(c2ccccc2)CCCCC1	4.2	-4.5	-1.0	3.8	3.9	-2.7	3.2	22.8	-1.8
27	CCC(Sc1ncccc1C(=O)O)C(=O)N1CCOCC1 (stereo not drawn)	-4.0	-11.2	4.5	18.8	20.8	-9.9	-1.3	5.8	0.5
28	Cc1nc2ccccc2n1C1CCN(CC(=O)NCc2ccc(F)cc2)CC1	-11.1	-8.5	1.3	-12.2	12.3	-6.8	-7.9	8.8	12.5
29	Cc1cccc(C(C)C)c1NC(=O)c1ccc(OCC2CCCO2)cc1 (stereo not drawn)	-15.6	4.5	-0.7	5.4	17.7	-0.8	-11.4	-6.5	-6.1
30	CN(C1CCCCC1)S(=O)(=O)c1ccc(S(=O)(=O)N2CCN(C(=O)c3ccccc3F)CC2)cc1	-16.3	27.7	-0.9	-5.0	5.1	-1.4	9.4	25.7	2.5

# Compound profiles (already shown). Values in the order: PfGluPho inh, Apaf1 inhib, SENP1 inh, SENP6 inh, NLRP3 yeast inh, HKDC1 inhibitor, SENP8 block-1, SENP8 block-2, SENP7 block
# O=C(COC(=O)CN1C(=O)C2CCCCC2C1=O)Nc1ccc(F)c(F)c1F (stereo not drawn) across the screens: 14.5, -8.5, 0.4, 4.2, 13.5, 3.8, 3.1, 12.7, -1.5
# Cc1ccc(NC(=O)CSc2nc3ccccc3c3nc(CCn4cncc4C)nn23)c(C)c1 across the screens: 5.4, 2.0, 0.0, -12.6, 5.5, -14.2, -3.0, 14.7, -1.2
# CCn1c(-c2ccc3ncccc3c2)n[nH]c1=S across the screens: 16.2, 5.4, 2.2, -6.8, 22.1, 2.6, -11.0, 5.7, -9.1

# Remaining list, next part:
cpd	Molecule	PfGluPho inh	Apaf1 inhib	SENP1 inh	SENP6 inh	NLRP3 yeast inh	HKDC1 inhibitor	SENP8 block-1	SENP8 block-2	SENP7 block
31	CC(=O)c1csc(Nc2ccccc2Cl)n1	11.2	-13.1	0.4	41.6	7.4	-4.3	13.8	12.7	54.3*
32	Cc1ccccc1N(C(=O)c1csnn1)C(C(=O)NC(C)(C)C)c1ccncc1 (stereo not drawn)	7.8	1.1	2.7	-5.9	-3.4	1.1	-5.6	3.1	-2.8
33	O=S(=O)(c1ccc(F)cc1)N1CCN=C1SCc1cccnc1	19.1	2.4	-0.7	2.3	4.4	-7.5	0.7	16.6	2.2
34	CCOc1ccccc1OCC(=O)Nc1cc(S(=O)(=O)N2CCCCC2)ccc1N1CCN(CC)CC1	5.7	11.3	-0.3	-1.3	10.5	-3.0	5.5	4.7	2.1
35	COc1ccc(-c2sc(Nc3ccccc3)n[n+]2-c2ccc(F)cc2)c(C)c1C	50.5	36.9	-6.8	-23.9	16.5	-11.2	-21.6	18.3	6.7
36	COc1ccc(OC)c(S(=O)(=O)N2CCC(C(=O)NC3CCCCC3)CC2)c1	-15.3	3.6	-0.1	-6.8	18.1	-3.2	-11.0	7.2	-2.5
37	Cc1ccc(C)c(NCC(O)c2ccccc2)c1 (stereo not drawn)	3.5	-7.9	4.3	-3.3	-19.1	-7.5	-1.3	8.8	3.2
38	Cn1cccc1CC(=O)NNC(=S)Nc1ccc(Cl)cc1	6.4	-2.9	-0.6	1.0	17.4	-12.6	-8.3	4.3	-3.5
39	CCc1ncc(CN2CCCC(C(=O)Nc3cccc(-c4cccc(C)c4)c3)C2)cn1 (stereo not drawn)	28.0	15.1	-0.9	-4.1	21.0	2.2	2.4	-4.1	-2.9
40	CC(C)OCC(O)CCc1n[nH]c(=S)n1-c1ccccc1 (stereo not drawn)	24.7	-13.3	-1.9	-13.2	-0.2	-7.3	-4.8	17.6	6.4
41	COc1ccc(CCc2nnc(CCC(=O)N(C)Cc3ccnc4ccccc34)o2)cc1	13.2	-14.2	0.6	-3.6	-8.2	-4.1	-2.6	7.4	2.9
42	O=C(N/N=C\c1ccccc1)c1ccccc1-n1cccc1	8.1	5.6	1.9	-1.2	19.6	0.8	-4.3	6.7	-6.3
43	CCN(CC(=O)Nc1ccc(C)c(F)c1)CC(=O)NC(C)(C)C	14.1	2.8	-0.7	-7.8	8.5	-2.5	-4.2	1.7	5.7
44	O=c1cc(N2CCc3ccccc32)[nH]c(=O)n1-c1ccccc1	3.8	-16.1	-97.8	2.7	17.1	-0.6	-5.5	-24.1	7.0
45	C=CCN(C(=O)CSc1nc2c(sc3ccccc32)c(=O)n1CCN(CC)CC)c1ccccc1	14.5	10.2	0.3	9.6	18.8	0.1	-2.0	-291.6	7.5
46	COc1ccc2[nH]c3c(=O)n(Cc4ccncc4)cnc3c2c1	6.3	-16.0	1.3	-1.7	-8.1	-1.0	-4.2	-413.3	3.0
47	COc1ccc(C(=O)Nc2ccc(S(=O)(=O)Nc3onc(C)c3C)cc2)c(OC)c1	-10.0	4.8	1.6	-13.1	7.6	-7.9	-4.7	7.0	-7.4
48	COc1ccc(OC)c(/C=C2\SC(=S)N(Cc3cccnc3)C2=O)c1	4.2	17.4	-23.5	-7.6	27.8	-6.0	-10.2	19.4	3.4
49	COc1cc(C2Nc3ccc4ccccc4c3C3=C2C(=O)CC(C)(C)C3)ccc1OC(C)C(=O)O (stereo not drawn)	11.7	3.7	-46.4	-8.8	15.2	7.3	-14.1	-282.6	-5.2
50	CCCCCCC1C(C#N)=C(N)OC2=C1C(=O)CC(C)(C)C2 (stereo not drawn)	12.6	6.3	-5.1	5.2	12.3	-0.8	5.1	6.0	-2.8
51	COc1cc(/C=N/NC(=O)c2cc(-c3ccccc3)nc3ccccc23)ccc1O	-3.2	26.0	2.8	-37.6	3.3	4.5	-3.6	18.5	9.3
52	CCN(CC)S(=O)(=O)c1ccc(-c2cn3cc(Cl)ccc3n2)cc1	37.3	5.2	1.5	-4.4	16.0	-0.7	-10.9	-305.5	3.2
53	Cc1ccc(CSCC(=O)N(C)CC(=O)Nc2ccc(Br)cc2C)cc1	4.3	11.1	-0.2	5.2	18.3	-4.2	13.6	4.5	4.0

# From PubChem
